Screening results (PubChem)
PTPN22 act – LYP (human) phosphatase activation; recombinant LYP, DiFMUP fluorescence; 0 = plate median, 100 = signal doubled; activation, % at 2 µM; 96,000 compounds, 0.11% hits; AID 697;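 active = activation at 2 µM above a set limit, the mean plus 5 SD, cut at about 37% in these data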
Target sequence (Q9Y2R2 whole entry, looked up): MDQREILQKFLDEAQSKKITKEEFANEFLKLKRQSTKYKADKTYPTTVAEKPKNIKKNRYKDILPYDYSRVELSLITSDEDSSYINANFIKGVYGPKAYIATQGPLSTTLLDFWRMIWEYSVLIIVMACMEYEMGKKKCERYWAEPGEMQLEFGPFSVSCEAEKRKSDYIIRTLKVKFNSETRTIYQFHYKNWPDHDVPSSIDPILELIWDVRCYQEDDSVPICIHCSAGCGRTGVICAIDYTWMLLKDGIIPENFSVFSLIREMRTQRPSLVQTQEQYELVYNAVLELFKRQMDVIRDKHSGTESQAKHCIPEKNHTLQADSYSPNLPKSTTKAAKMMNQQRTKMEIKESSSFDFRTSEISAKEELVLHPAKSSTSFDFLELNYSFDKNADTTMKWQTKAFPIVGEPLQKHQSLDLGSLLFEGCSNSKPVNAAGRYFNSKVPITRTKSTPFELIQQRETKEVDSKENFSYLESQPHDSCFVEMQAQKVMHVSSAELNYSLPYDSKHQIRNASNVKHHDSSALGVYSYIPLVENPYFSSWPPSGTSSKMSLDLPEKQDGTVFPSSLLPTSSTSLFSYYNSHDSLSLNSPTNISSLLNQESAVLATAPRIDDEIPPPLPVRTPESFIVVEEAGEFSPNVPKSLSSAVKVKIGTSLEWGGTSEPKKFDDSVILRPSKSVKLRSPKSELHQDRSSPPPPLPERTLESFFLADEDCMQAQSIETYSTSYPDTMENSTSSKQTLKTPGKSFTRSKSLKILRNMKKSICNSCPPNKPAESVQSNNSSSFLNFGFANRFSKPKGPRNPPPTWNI
S1P2 antag – antagonists of human S1P2 receptor; 97,000 compounds, 0.21% hits; inhibition, % at 5 µM; cell-based S1P2 antagonist assay, inhibition at 5 uM; AID 736; in the data active = inhibition above about 45%;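 note: CRE beta-lactamase reporter cells expressing human S1P2 stimulated with S1P; 0% = agonist at EC80 alone and 100% = agonist plus reference antagonist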
PostGolgi ctrl – yeast control strain growth, post-Golgi counter-screen; efflux-deficient yeast background strain, growth absorbance A615, 16 h; 98,000 compounds, 5% hits; inhibition, % at 10 µM; in the data active = inhibition above about 30%
Lung fibro prol – blocks proliferation of human lung fibroblasts | viability, % at 10 µM | AID 719 | 85,000 compounds, 1.1% hits | LL 47 human lung fibroblast viability, ATP luminescence; stronger effect = lower value;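 active = viability at or below 50% in the single dose screen; inactive = viability above 50%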;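 note: compound exposure lasted 72 h before the ATP readout; 100% = median luminescence of untreated cell-only wells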
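Times – overnight cell rest, 72 h compound treatment at 37 °C · Test system – human lung fibroblast line LL 47, low passage · Amount – 1,150 cells in each well · Controls – cell-only wells, no compound · Doses – 0.1% DMSO in all compound wells · Measured by – CellTiter-Glo luminescence · Buffer or medium – IMEM plus 15% FBS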
S1P2 agonist – agonists of human S1P2 receptor | 97,000 compounds, 0.46% hits | AID 729 | activation, % at 4.5 µM | S1P2-expressing cell line, agonist reporter read-out; in the data active = activation above about 16%;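 note: 0% = vehicle low control and 100% = maximal reference agonist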
H69AR inhibit – blocks growth of human H69AR lung tumor cells | viability, % at 10 µM | 85,000 compounds, 6% hits | H69AR lung tumor viability, ATP luminescence, 72 h; stronger effect = lower value | AID 598;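 active = viability at or below 40%; inactive = viability above 40%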;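 note: multidrug resistant small cell line overexpressing MRP-1 efflux transporter; 100% = mean luminescence of untreated control wells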
HUVEC prolif 384 – human endothelial cell proliferation inhibition. HUVEC proliferation, CellTiter-Glo luminescence, 72 h; stronger effect = lower value. 86,000 compounds, 1.1% hits. viability, % at 10 µM (by protocol). AID 648;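 active = viability at or below 30%; inactive = viability above 30%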;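 note: 100% = median luminescence of DMSO-only cell control wells on each plate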
Numbers without * were called inactive; / = no result given.

cpd	SMILES	PTPN22 act	S1P2 antag	PostGolgi ctrl	Lung fibro prol	S1P2 agonist	H69AR inhibit	HUVEC prolif 384
1	COc1ccc(OC)c(C2NC(=O)NC(C)=C2C(=O)Nc2ccc(C)cc2)c1 (centres undefined)	/	/	0.7	/	/	94.7	96.9
2	Nc1nc(Nc2cccc(F)c2)nc2ccccc12	/	/	-2.6	/	/	35.6*	74.3
3	CCOC(=O)c1ccc(S(=O)(=O)Nc2ccccc2-c2nnn(CC)n2)cc1	/	/	21.0	/	/	86.4	87.1
4	Cc1ccccc1-n1c(=O)cc(N2CCc3ccccc3C2)[nH]c1=O	/	/	19.2	/	/	87.1	119.1
5	COc1ccc(OCC(=O)NC2CC(C)(C)NC(C)(C)C2)cc1	/	/	10.6	/	/	51.1	95.4
6	Cc1cc(N2CCN(C)CC2)nc2ccc(NC(=O)c3ccc4c(c3)OCO4)cc12	/	/	2.6	65.1	/	/	55.9
7	Cc1cccc(-n2c(N)cc(=O)nc2SCC(=O)Nc2cc(C)on2)c1	/	/	-0.5	96.8	/	/	102.2
8	CCOc1ccc(OCC)c(NC(=O)C2CCCN(c3nc(C)cc(C)n3)C2)c1 (centres undefined)	/	/	26.4	97.0	/	/	99.0
9	Cc1ccc(S(=O)(=O)N2CCC(C(=O)N[C@@H](C)C(=O)NCC3CCCO3)CC2)cc1 (some centres undefined)	/	/	-3.3	94.5	/	/	97.5
10	O=C(Nc1cccc(C(F)(F)F)c1)c1cc(S(=O)(=O)N2CCCCC2)ccc1N1CCOCC1	/	/	4.3	97.9	/	/	70.4
11	N=c1sccn1CC(=O)Nc1ccccc1-c1ccccc1	/	/	-4.6	97.6	/	/	92.4
12	O=C(CSc1nc2ccccc2[nH]1)c1cccs1	/	/	-2.1	93.9	/	/	95.1

An excerpt from above in order of count of non-hydrogen atoms, low to high.
cpd	SMILES	PTPN22 act	S1P2 antag	PostGolgi ctrl	Lung fibro prol	S1P2 agonist	H69AR inhibit	HUVEC prolif 384
2	Nc1nc(Nc2cccc(F)c2)nc2ccccc12	/	/	-2.6	/	/	35.6*	74.3
5	COc1ccc(OCC(=O)NC2CC(C)(C)NC(C)(C)C2)cc1	/	/	10.6	/	/	51.1	95.4
6	Cc1cc(N2CCN(C)CC2)nc2ccc(NC(=O)c3ccc4c(c3)OCO4)cc12	/	/	2.6	65.1	/	/	55.9

(listing goes on)
cpd	SMILES	PTPN22 act	S1P2 antag	PostGolgi ctrl	Lung fibro prol	S1P2 agonist	H69AR inhibit	HUVEC prolif 384
13	Cc1nc2c3c4c(sc3n3c(SCC(=O)NCc5ccco5)nnc3n2n1)COC(C)(C)C4	/	/	0.0	98.9	/	/	98.3
14	O=C(c1ccco1)N1CCCC(c2nc(-c3ccc(S(=O)(=O)NCc4ccccc4)cc3)no2)C1 (centres undefined)	/	/	5.8	84.4	/	/	69.4
15	CCSc1nc(N)c2c3c(sc2n1)CN(C)CC3	/	/	-4.4	103.6	/	/	90.3
16	Cc1cc(C)c(C)c(S(=O)(=O)Nc2ccccc2C(=O)NCCCn2ccnc2)c1C	/	/	0.7	78.5	/	/	70.2
17	O=C(Cn1nc(C(=O)O)c2ccccc2c1=O)NCC1CCCO1 (centres undefined)	/	/	23.9	93.5	/	/	92.9
18	COc1ccc(Cl)cc1S(=O)(=O)N1CCCC(C(=O)NCC(N)=O)C1 (centres undefined)	0.8	1.0	/	/	-5.0	/	/
19	CCCCOc1ccccc1C1NC(=O)NC(C)=C1C(=O)OCCOC (centres undefined)	-10.1	14.3	/	/	-2.0	/	/
20	Cc1cccc(Nc2nc(N)nc(CN3CCN(c4ccccc4F)CC3)n2)c1	-6.5	-87.6	/	/	-4.5	/	/
21	Cc1nn(C)c(Cl)c1NC(=O)OCc1ccccc1	/	17.8	-9.0	/	-8.4	/	/
22	COc1ccc(/C=N\NC(=O)c2cc(OCC(F)(F)F)ccc2OCC(F)(F)F)cc1	/	23.9	4.4	/	-5.7	/	/
23	COC(=O)c1ccc(N2CCN(S(=O)(=O)c3c(C)cc(C)cc3C)CC2)c([N+](=O)[O-])c1	/	14.5	16.8	/	-7.1	/	/
24	Cc1cccc(C)c1NC(=O)C1=C(O)c2ccccc2N(C)S1(=O)=O	/	14.8	5.9	/	-3.8	/	/

Records 13 to 17, reprinted for reference:
cpd	SMILES	PTPN22 act	S1P2 antag	PostGolgi ctrl	Lung fibro prol	S1P2 agonist	H69AR inhibit	HUVEC prolif 384
13	Cc1nc2c3c4c(sc3n3c(SCC(=O)NCc5ccco5)nnc3n2n1)COC(C)(C)C4	/	/	0.0	98.9	/	/	98.3
14	O=C(c1ccco1)N1CCCC(c2nc(-c3ccc(S(=O)(=O)NCc4ccccc4)cc3)no2)C1 (centres undefined)	/	/	5.8	84.4	/	/	69.4
15	CCSc1nc(N)c2c3c(sc2n1)CN(C)CC3	/	/	-4.4	103.6	/	/	90.3
16	Cc1cc(C)c(C)c(S(=O)(=O)Nc2ccccc2C(=O)NCCCn2ccnc2)c1C	/	/	0.7	78.5	/	/	70.2
17	O=C(Cn1nc(C(=O)O)c2ccccc2c1=O)NCC1CCCO1 (centres undefined)	/	/	23.9	93.5	/	/	92.9

Further compounds
cpd	SMILES	PTPN22 act	S1P2 antag	PostGolgi ctrl	Lung fibro prol	S1P2 agonist	H69AR inhibit	HUVEC prolif 384
25	Cn1nc(-c2ccccc2)c(C(O)c2ccc(Cl)cc2)c1Cl (centres undefined)	/	31.4	24.8	/	-8.1	/	/
26	COc1ccc(NC(=S)N2CCC(c3nc4ccccc4[nH]3)CC2)c(OC)c1	/	18.1	9.4	/	-5.6	/	/
27	COc1cnc(-c2ccccn2)nc1Sc1cccc(Cl)c1	/	14.9	23.6	/	-4.3	/	/
28	CC(C)c1nc(SCC(=O)N2c3ccccc3CC2C)c2ccccc2n1 (centres undefined)	/	1.6	37.0*	/	-0.4	/	/
29	COC(=O)CSc1ncc(OC)c(OC)n1	/	16.7	-2.9	/	-2.6	/	/
30	CC1CC(C)CN(C(=O)CSc2nc(Cc3cccs3)nc3ccccc23)C1 (centres undefined)	/	-10.4	18.5	/	-4.5	/	/
31	O=C(/C=C/c1c(F)cccc1Cl)c1ccc(F)cc1	/	15.0	27.2	/	-5.7	/	/
32	Cc1ccc(C(=O)NCCn2cc(SCC(=O)Nc3cc(C)on3)c3ccccc32)cc1	/	5.2	9.4	/	-0.1	/	/
33	Cc1ccc(S(=O)(=O)CC2CSc3nc4ccccc4n32)cc1 (centres undefined)	/	58.0*	8.8	/	-4.8	/	/
34	Cc1cccc(Cn2c(C(C)(C)C)cc3cccnc32)c1	/	41.0	18.2	/	-4.7	/	/
35	Cc1ccc(-c2csc(N(C)C(=O)c3c(C)nn(-c4ccccc4)c3Cl)n2)cc1	/	6.9	1.9	/	-4.0	/	/
36	Cc1onc(-c2c(Cl)cccc2Cl)c1C(=O)N1C=CC(C(F)(F)F)=NCC1	/	4.1	-0.1	/	-4.8	/	/
37	CCOC(=O)CSc1ncc(OC)c(Sc2ccc(OC)cc2)n1	/	3.9	17.0	/	-5.7	/	/
38	CC(C)(C)c1cc2cccnc2n1Cc1cccc(F)c1	/	16.3	-2.9	/	-10.8	/	/
39	COc1ccc(C(=O)NNC(=O)CN2CCC(n3nnc4cc(C(F)(F)F)ccc43)CC2)cc1	/	17.0	8.9	/	-6.0	/	/
40	Cc1cc(C)c(S(C)(=O)=O)c(Oc2ccccc2C)n1	/	10.3	2.9	/	-6.0	/	/
41	N#Cc1cc(-c2ccccc2)cn(Cc2c(Cl)cccc2Cl)c1=O	/	11.2	6.3	/	-7.4	/	/
42	O=C(Nc1ncc2c(n1)-c1ccccc1CC2)c1ccc(F)cc1	/	18.9	2.0	/	-10.9	/	/
43	CCNC(=S)N1CCN(C(c2ccccc2)c2ccccc2)CC1	/	11.7	29.8	/	-1.8	/	/
44	Cc1cc(C)c(S(C)(=O)=O)c(Oc2cccc(Cl)c2)n1	/	13.1	3.5	/	-6.8	/	/
45	COc1cccc(C(=O)c2c[nH]c(C(=O)NCc3cccs3)c2)c1	/	12.0	0.0	/	-6.9	/	/
46	COc1cnc(-c2ccccn2)nc1Oc1ccc(Cl)cc1	/	11.2	0.1	/	-2.1	/	/
47	COC(c1ccccc1)c1c(-c2ccccc2)nn(C)c1Cl (centres undefined)	/	4.5	14.6	/	1.7	/	/
48	Cc1ccc2cccnc2c1NC(=S)NC(=O)c1ccccc1	/	9.3	11.9	/	-2.8	/	/
49	CCOC(=O)N1N=C(c2ccc(C)cc2)CC1(O)C(F)(F)F (centres undefined)	/	13.2	17.1	/	-5.9	/	/
50	CC(C)CC(=O)c1c[nH]c(C(=O)NCCCN2CCOCC2)c1	/	4.6	6.2	/	-1.5	/	/
51	Clc1cc(CSc2ccccc2)nc(-c2ccccc2)n1	/	9.1	13.6	/	-3.9	/	/
52	O=C(O)CSc1nc(SCc2ccccc2Cl)nc2c1CCCC2	/	16.3	29.1	/	-3.9	/	/
53	Cc1nc(Cl)c(C#N)cc1-c1ccccc1	/	13.6	6.0	/	-4.2	/	/
54	O=C(c1ccc(Cl)cc1)N1CCC(O)(CSc2ccc(Cl)cc2Cl)CC1	/	10.6	93.5*	/	-1.6	/	/
55	COc1ccc(C(=O)NCc2ccc(N3CCN(C(=O)OC(C)(C)C)CC3)cc2)cc1	/	13.2	13.5	/	-4.3	/	/
56	CCCn1cnc2c(N)c(C)c(C)cc21	/	11.5	1.6	/	-5.1	/	/
57	O=C(CSc1nc(Cc2ccccc2)nc2ccccc12)Nc1nc2c(s1)CCCC2	/	14.5	40.4*	/	-4.3	/	/
58	CN(C(=O)Nc1ccc(Cl)cc1Cl)[C@H]1c2cc(Br)ccc2OC[C@H]1CO	/	14.3	80.7*	/	-2.0	/	/
59	CCn1c(COc2ccc(=O)n(-c3ccccc3)n2)nnc1SCc1ccccc1C	/	13.7	-8.1	/	-1.9	/	/
60	COC(=O)c1sccc1NC(=O)CSc1ccccc1NS(=O)(=O)c1cc(Cl)ccc1Cl	/	12.2	10.4	/	-4.6	/	/

By substructure: the compounds so far containing a furan ring, fused or not (2)
cpd	SMILES	PTPN22 act	S1P2 antag	PostGolgi ctrl	Lung fibro prol	S1P2 agonist	H69AR inhibit	HUVEC prolif 384
13	Cc1nc2c3c4c(sc3n3c(SCC(=O)NCc5ccco5)nnc3n2n1)COC(C)(C)C4	/	/	0.0	98.9	/	/	98.3
14	O=C(c1ccco1)N1CCCC(c2nc(-c3ccc(S(=O)(=O)NCc4ccccc4)cc3)no2)C1 (centres undefined)	/	/	5.8	84.4	/	/	69.4

Other results:
cpd	SMILES	PTPN22 act	S1P2 antag	PostGolgi ctrl	Lung fibro prol	S1P2 agonist	H69AR inhibit	HUVEC prolif 384
61	CCOC(=O)CSc1ncc(OC)c(Sc2ccc(Cl)cc2)n1	/	9.2	23.4	/	-2.8	/	/
62	CN1c2ccccc2C(O)=C(C(=S)Nc2ccccc2)S1(=O)=O	/	13.5	19.7	/	-5.4	/	/
63	Cc1ccc(NC(=O)c2c(C(F)(F)F)nn(C)c2Cl)cc1C	/	13.2	3.0	/	-1.6	/	/
64	Cc1nn(C)c(Oc2ccccc2)c1CCNS(=O)(=O)c1ccc(Cl)cc1	/	10.2	21.1	/	-3.6	/	/

This is a subset; rates above refer to the full screens.
